RGS7-Gao – human RGS7-Galphao interaction regulation; P09471; Multiplexed bead flow cytometry, RGS7-Galphao binding; actives lie on both sides; binding response (% of control), % at 10 µM; hit rate 0.35% among 220,000; in the data active = binding response below about 49% or above about 150%;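 also: fluorescent Galphao held in activated GDP-AlF4 state binding bead-coupled RGS7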
Target sequence (P09471 whole entry, looked up): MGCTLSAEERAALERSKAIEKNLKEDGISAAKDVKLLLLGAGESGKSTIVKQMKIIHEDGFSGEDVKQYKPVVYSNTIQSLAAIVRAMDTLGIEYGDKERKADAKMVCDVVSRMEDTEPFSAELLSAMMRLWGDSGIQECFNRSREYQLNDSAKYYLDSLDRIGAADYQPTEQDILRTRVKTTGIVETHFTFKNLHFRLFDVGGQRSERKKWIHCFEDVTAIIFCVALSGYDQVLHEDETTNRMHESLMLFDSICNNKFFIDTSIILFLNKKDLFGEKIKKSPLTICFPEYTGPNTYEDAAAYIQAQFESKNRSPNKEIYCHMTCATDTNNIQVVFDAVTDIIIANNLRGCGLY
Bim-Bfl-1 – inhibitors of Bim-Bfl-1 interaction, human | Q16548 | inhibition, % at 10 µM | hit rate 0.12% among 190,000 | Bead-based flow cytometry, Bim-Bfl-1 binding inhibition;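 also: 0% = wells without compound plus tracer and 100% = blocker peptide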
RGS4-Gao reg – modulates binding of RGS4 to human Galphao; P09471; Multiplexed bead flow cytometry; actives lie on both sides; binding response (% of control), % at 10 µM; hit rate 0.33% among 220,000; in the data active = binding response below about 49% or above about 150%; inactive = in between;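 also: fluorescent Galphao activated with aluminum fluoride binding bead-coupled RGS4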
GSH fluor – GSH bead compound fluorescence profile; GSH beads flow cytometry, compound fluorescence 488/530 nm; stronger effect = higher value; fluorescence (KMESF) at 10 µM; hit rate 0.25% among 190,000; in the data active = fluorescence above about 89;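 also: glutathione beads carrying GST-tagged Bcl family fusion proteins plus one bare bead set; values are compound well signal with DMSO vehicle wells as background; inactives centre near 16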
RGS8-Gao reg – regulators of human RGS8-Galphao interaction. multiplexed bead flow cytometry, RGS8-Galphao binding; actives lie on both sides. AID 1423. P09471. response (percent of control binding), % at 10 µM. hit rate 0.34% among 220,000; in the data active = response below about 60% or above about 140%; inactive = in between;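 also: Galphao activated as the GDP aluminium fluoride complex binding bead-coupled RGS8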
Bim-Bcl-XL – inhibitors of Bim-Bcl-XL interaction, human; Q07817; Bim peptide-Bcl-XL binding, bead flow cytometry, fluorescence; hit rate 0.04% among 190,000; inhibition, % at 10 µM
Target sequence (Q07817 whole entry, looked up): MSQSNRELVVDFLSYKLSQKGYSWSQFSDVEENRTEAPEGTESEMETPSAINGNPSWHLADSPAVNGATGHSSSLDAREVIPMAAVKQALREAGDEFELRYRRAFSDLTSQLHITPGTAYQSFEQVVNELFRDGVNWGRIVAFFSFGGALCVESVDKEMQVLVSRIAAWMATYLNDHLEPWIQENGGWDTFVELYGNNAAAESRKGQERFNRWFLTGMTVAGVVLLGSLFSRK
ABCG2 block – blocks JC-1 efflux by human ABCG2 transporter; IgMXP3 cells, flow cytometry; inhibition, % at 6.6 µM; hit rate 0.1% among 190,000; AID 1325;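 active = inhibition above 80%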;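 also: 0% = DMSO and 100% = nicardipine control wells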
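Read-out basis: Efflux inhibition in percent versus controls | Test system: ABCG2 IgMXP3 and barcoded ABCB1 CCRF-Adr cell mix | Quantity: 3 million cells/mL in well | Schedule: 10 min at 25 °C | Control set: Nicardipine as high control, DMSO as low control | Reagent: JC-1 as fluorescent efflux pump substrate | Signal: Flow cytometry of retained JC-1 fluorescence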
Bim-Bcl-2 – inhibitors of Bim-Bcl-2 interaction, human; P10415; Bead-based flow cytometry, Bim peptide-Bcl-2 binding; inhibition, % at 10 µM; hit rate 0.06% among 190,000; in the data active = inhibition above about 40%;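 also: 0% = no compound wells with probe peptide and 100% = reference peptide inhibitor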
Target sequence (P10415 whole entry, looked up): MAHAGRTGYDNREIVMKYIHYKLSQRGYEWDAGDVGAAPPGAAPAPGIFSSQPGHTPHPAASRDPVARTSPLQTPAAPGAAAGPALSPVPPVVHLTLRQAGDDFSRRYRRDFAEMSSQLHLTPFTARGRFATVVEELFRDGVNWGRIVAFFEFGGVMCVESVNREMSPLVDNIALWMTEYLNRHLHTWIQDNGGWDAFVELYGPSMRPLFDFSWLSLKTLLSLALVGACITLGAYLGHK
Bcl-B Bim block – inhibitors of Bim-Bcl-B interaction, human; bead-based flow cytometry, Bim peptide-Bcl-B binding; inhibition, % at 10 µM; hit rate 0.073% among 190,000; Q9HD36; AID 951;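 also: 0% = tracer peptide without compound and 100% = reference inhibitor peptide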
Target sequence (Q9HD36 whole entry, looked up): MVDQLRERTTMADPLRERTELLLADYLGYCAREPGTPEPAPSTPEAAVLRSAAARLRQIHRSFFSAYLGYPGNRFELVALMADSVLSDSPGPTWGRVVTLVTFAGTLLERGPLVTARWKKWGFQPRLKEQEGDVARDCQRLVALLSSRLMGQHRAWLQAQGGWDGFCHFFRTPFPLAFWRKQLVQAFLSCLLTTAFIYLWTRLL
ABCB1 inh – human ABCB1 inhibition, ABCG2 as counter-screen; AID 1326; CCRF-Adr cells, JC-1 efflux, flow cytometry; inhibition, % at 6.6 µM; hit rate 0.067% among 190,000; in the data active = inhibition above about 40%;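 also: 0% = vehicle and 100% = reference inhibitor; higher value means more JC-1 retained so stronger ABCB1 efflux block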
Bcl-W Bim block – inhibitors of Bim-Bcl-W interaction, human. hit rate 0.02% among 190,000. bead-based flow cytometry, Bim peptide-Bcl-W binding. inhibition, % at 10 µM. Q92843;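 also: 0% = bound tracer without compound and 100% = peptide blocker; higher means less fluorescent Bim peptide bound to Bcl-W beads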
Numbers without * were called inactive; / = no result given; & = joins results of further samples. Rule as the data show it, unless noted: active = inhibition above about 40%.

| item | Compound | GSH fluor | ABCB1 inh | Bim-Bfl-1 | ABCG2 block | Bcl-W Bim block | RGS4-Gao reg |
| --- | --- | --- | --- | --- | --- | --- | --- |
| 1 | CN1CCN(c2c(F)cc3c(=O)c(C(=O)O)cn4c3c2SCC4)CC1 | 22&63 | 1.5 | -20.0&-1.0 | 26.7&0.4 | -3.0&0.0 | 101.1&107.4 |
| 2 | CN(C)CCOC(=O)C(c1ccccc1)C1(O)CCCC1 (stereo not drawn) | 20 | 2.4 | 0.0 | 13.7 | -1.0 | 100.8 |
| 3 | COc1cc(C(=O)NCCCCCC(=O)O)cc(OC)c1OC | 22 | 0.0 | -8.0 | 0.4 | 0.0 | 105.7 |
| 4 | CCN(CC)CCOC(=O)C(c1ccccc1)c1ccccc1 | 20 | 0.6 | 0.0 | 3.4 | -1.0 | 99.4 |
| 5 | CC1(C)Oc2ccc(C#N)cc2[C@@H](N2CCCC2=O)[C@@H]1O | 24 | -0.4 | -1.0 | 0.0 | -1.0 | 99.4 |
| 6 | O=C(O)CCCCCCCC(=O)O | 18 | -0.1 | 0.0 | -0.4 | -2.0 | 96.4 |
| 7 | CCOc1ccc(NC(=S)N2CCC(C(O)(c3ccccc3)c3ccccc3)CC2)cc1 | 14 | -2.5 | 0.0 | -5.3 | -2.0 | 102.6 |
| 8 | C#C[C@]1(O)CC[C@H]2[C@@H]3CCC4=CC(=O)CC[C@@H]4[C@H]3CC[C@@]21CC | 67&62 | / | -2.0&0.0 | -0.8&2.9 | -1.0&3.0 | 101.9&102.9 |
| 9 | OCC(O)CN1CCN(c2ccccc2)CC1 (stereo not drawn) | 21 | -0.3 | -3.0 | -0.4 | 0.0 | 101.9 |
| 10 | COc1ccc(Sc2ccc(NC(=O)c3ccccc3Cl)cc2C#N)cc1 | 21 | 0.0 | -1.0 | 1.6 | -2.0 | 97.5 |
| 11 | CCCN(CCC)C(=O)C(CCC(=O)O)NC(=O)c1ccccc1 (stereo not drawn) | 19 | 0.1 | 0.0 | 1.3 | -2.0 | 102.1 |
| 12 | CN(CCOc1ccc(NS(C)(=O)=O)cc1)CCc1ccc(NS(C)(=O)=O)cc1 | 61 | / | 1.0 | 1.7 | 0.0 | 102.5 |
| 13 | CN1CCC(=C2c3ccccc3CC(=O)c3sccc32)CC1 | 21&66 | 0.1 | -1.0&0.0 | 0.0&2.7 | -1.0&-5.0 | 103.3&103.0 |
| 14 | C[C@@H]1C[C@H]2[C@@H]3C[C@H](F)C4=CC(=O)C(Cl)=C[C@]4(C)[C@@]3(F)[C@@H](O)C[C@]2(C)[C@@]1(O)C(=O)CO | 65 | / | -1.0 | 3.5 | -3.0 | 103.2 |
| 15 | O=C1CCc2cc(OCCCCc3nnnn3C3CCCCC3)ccc2N1 | 21&67&66 | 0.8 | 0.0&0.0&-2.0 | 8.0&29.4&4.7 | 0.0&-1.0&-2.0 | 96.5&102.3&99.0 |

| item | RGS8-Gao reg | Bcl-B Bim block | Bim-Bcl-2 | RGS7-Gao | Bim-Bcl-XL |
| --- | --- | --- | --- | --- | --- |
| 1 | 100.7&103.9 | -13.0&0.0 | -10.0&0.0 | 101.1&102.5 | -10.0&0.0 |
| 2 | 100.8 | -10.0 | 0.0 | 98.5 | -4.0 |
| 3 | 104.7 | -2.0 | 2.0 | 101.0 | 0.0 |
| 4 | 102.6 | -6.0 | 0.0 | 98.1 | 0.0 |
| 5 | 104.7 | -2.0 | 0.0 | 105.1 | -4.0 |
| 6 | 104.2 | -3.0 | 0.0 | 94.6 | -1.0 |
| 7 | 101.4 | -5.0 | 0.0 | 103.2 | -3.0 |
| 8 | 101.3&99.5 | -2.0&-1.0 | -7.0&-2.0 | 99.0&101.4 | 0.0&1.0 |
| 9 | 105.2 | -2.0 | 0.0 | 98.2 | 0.0 |
| 10 | 98.7 | 0.0 | -6.0 | 101.9 | 0.0 |
| 11 | 101.0 | -5.0 | -6.0 | 99.6 | -4.0 |
| 12 | 104.3 | 0.0 | -1.0 | 102.8 | 0.0 |
| 13 | 103.7&106.7 | -5.0&-1.0 | 0.0&-3.0 | 100.2&109.1 | -5.0&-3.0 |
| 14 | 101.7 | -2.0 | -2.0 | 99.3 | -1.0 |
| 15 | 97.5&101.8&99.4 | 2.0&-2.0&-5.0 | 0.0&1.0&-5.0 | 99.1&102.5&101.1 | 0.0&0.0&1.0 |

8 of the compounds above, with two lines to a compound:
Values in the order: GSH fluor | ABCB1 inh | Bim-Bfl-1 | ABCG2 block | Bcl-W Bim block | RGS4-Gao reg | RGS8-Gao reg | Bcl-B Bim block | Bim-Bcl-2 | RGS7-Gao | Bim-Bcl-XL
1: CN1CCN(c2c(F)cc3c(=O)c(C(=O)O)cn4c3c2SCC4)CC1
 : 22&63 | 1.5 | -20.0&-1.0 | 26.7&0.4 | -3.0&0.0 | 101.1&107.4 | 100.7&103.9 | -13.0&0.0 | -10.0&0.0 | 101.1&102.5 | -10.0&0.0
2: CN(C)CCOC(=O)C(c1ccccc1)C1(O)CCCC1 (stereo not drawn)
 : 20 | 2.4 | 0.0 | 13.7 | -1.0 | 100.8 | 100.8 | -10.0 | 0.0 | 98.5 | -4.0
3: COc1cc(C(=O)NCCCCCC(=O)O)cc(OC)c1OC
 : 22 | 0.0 | -8.0 | 0.4 | 0.0 | 105.7 | 104.7 | -2.0 | 2.0 | 101.0 | 0.0
4: CCN(CC)CCOC(=O)C(c1ccccc1)c1ccccc1
 : 20 | 0.6 | 0.0 | 3.4 | -1.0 | 99.4 | 102.6 | -6.0 | 0.0 | 98.1 | 0.0
5: CC1(C)Oc2ccc(C#N)cc2[C@@H](N2CCCC2=O)[C@@H]1O
 : 24 | -0.4 | -1.0 | 0.0 | -1.0 | 99.4 | 104.7 | -2.0 | 0.0 | 105.1 | -4.0
6: O=C(O)CCCCCCCC(=O)O
 : 18 | -0.1 | 0.0 | -0.4 | -2.0 | 96.4 | 104.2 | -3.0 | 0.0 | 94.6 | -1.0
7: CCOc1ccc(NC(=S)N2CCC(C(O)(c3ccccc3)c3ccccc3)CC2)cc1
 : 14 | -2.5 | 0.0 | -5.3 | -2.0 | 102.6 | 101.4 | -5.0 | 0.0 | 103.2 | -3.0
8: C#C[C@]1(O)CC[C@H]2[C@@H]3CCC4=CC(=O)CC[C@@H]4[C@H]3CC[C@@]21CC
 : 67&62 | / | -2.0&0.0 | -0.8&2.9 | -1.0&3.0 | 101.9&102.9 | 101.3&99.5 | -2.0&-1.0 | -7.0&-2.0 | 99.0&101.4 | 0.0&1.0

(continued)
| item | Compound | GSH fluor | ABCB1 inh | Bim-Bfl-1 | ABCG2 block | Bcl-W Bim block | RGS4-Gao reg |
| --- | --- | --- | --- | --- | --- | --- | --- |
| 16 | CCCCOC(=O)c1ccc(N)cc1 | 20 | -0.5 | -1.0 | 0.0 | -2.0 | 100.3 |
| 17 | COc1ccc(S(=O)(=O)Nc2nnc(CC(C)C)s2)cc1 | 47 | -0.8 | -14.0 | -2.0 | 2.0 | 102.9 |
| 18 | Cc1ccsc1/C=C/C1=NCCCN1C | 21 | -0.4 | 0.0 | -1.6 | 0.0 | 103.9 |
| 19 | COc1cc(NC(=O)c2cc(C3CC3)on2)c(OC)cc1Cl | 21 | -0.9 | -12.0 | 1.5 | 1.0 | 104.1 |
| 20 | CCCc1cc(C(N)=S)ccn1 | 23 | 0.9 | -21.0 | 7.2 | -2.0 | 99.4 |
| 21 | CCOC(=O)Nc1ccc2c(c1)N(C(=O)CCN1CCOCC1)c1ccccc1S2 | 23 | 5.9 | -3.0 | 14.8 | 0.0 | 88.8 |
| 22 | C[C@]12CC[C@H]3C(=CCc4cc(O)ccc43)[C@@H]1CCC2=O | 21 | 1.4 | 0.0 | 0.0 | -2.0 | 91.1 |
| 23 | CC(=O)O[C@@]12CO[C@@H]1C[C@H](O)[C@@]1(C)C(=O)[C@H](O)C3=C(C)[C@@H](OC(=O)[C@H](O)[C@@H](NC(=O)OC(C)(C)C)c4ccccc4)C[C@](O)([C@@H](OC(=O)c4ccccc4)[C@H]21)C3(C)C | 68 | / | -1.0 | 0.9 | 0.0 | 109.7 |
| 24 | O=C(c1ccccc1)c1ccc2n1CCC2C(=O)O (stereo not drawn) | 22 | 0.5 | -2.0 | 4.3 | -5.0 | 104.5 |
| 25 | COc1cc(C)nc(-n2nc(C)cc2OC)n1 | 22 | -0.1 | 0.0 | -2.0 | -1.0 | 101.6 |
| 26 | Oc1cc2c(cc1O)C1c3ccc(O)c(O)c3OCC1(O)C2 (stereo not drawn) | 18 | 0.3 | 34.0 | 5.7 | 30.0 | 67.2 |
| 27 | Cc1oncc1C(=O)Nc1ccc(C(F)(F)F)cc1 | 20 | 0.9 | -1.0 | 17.5 | -2.0 | 104.9 |
| 28 | Cc1cc(O)c2c(c1)C(=O)c1cccc(O)c1C2=O | 15 | 0.8 | 2.0 | 28.1 | -5.0 | 96.6 |
| 29 | O=C(NCCN1CCOCC1)c1ccc(Cl)cc1 | 62 | 0.5 | -10.0 | 1.9 | 3.0 | 101.4 |

| item | RGS8-Gao reg | Bcl-B Bim block | Bim-Bcl-2 | RGS7-Gao | Bim-Bcl-XL |
| --- | --- | --- | --- | --- | --- |
| 16 | 101.2 | 0.0 | -1.0 | 100.6 | -3.0 |
| 17 | 100.8 | -8.0 | -10.0 | 102.5 | -14.0 |
| 18 | 105.0 | 0.0 | 4.0 | 99.3 | -2.0 |
| 19 | 101.1 | -5.0 | -9.0 | 101.5 | -4.0 |
| 20 | 99.1 | -8.0 | -11.0 | 99.5 | -7.0 |
| 21 | 97.1 | -9.0 | -6.0 | 100.7 | -4.0 |
| 22 | 88.3 | -10.0 | 0.0 | 96.7 | -4.0 |
| 23 | 100.2 | 0.0 | 2.0 | 101.2 | 1.0 |
| 24 | 105.2 | -5.0 | -6.0 | 103.4 | -6.0 |
| 25 | 102.8 | -5.0 | 0.0 | 100.3 | -4.0 |
| 26 | 19.5* | -6.0 | 22.0 | 32.0* | 15.0 |
| 27 | 101.8 | 0.0 | 2.0 | 98.4 | -2.0 |
| 28 | 100.7 | -17.0 | 2.0 | 96.3 | -1.0 |
| 29 | 100.0 | -5.0 | -5.0 | 95.4 | -7.0 |

Arranged by length of the SMILES (ascending): some entries from above
| item | Compound | GSH fluor | ABCB1 inh | Bim-Bfl-1 | ABCG2 block | Bcl-W Bim block | RGS4-Gao reg |
| --- | --- | --- | --- | --- | --- | --- | --- |
| 24 | O=C(c1ccccc1)c1ccc2n1CCC2C(=O)O (stereo not drawn) | 22 | 0.5 | -2.0 | 4.3 | -5.0 | 104.5 |
| 27 | Cc1oncc1C(=O)Nc1ccc(C(F)(F)F)cc1 | 20 | 0.9 | -1.0 | 17.5 | -2.0 | 104.9 |
| 26 | Oc1cc2c(cc1O)C1c3ccc(O)c(O)c3OCC1(O)C2 (stereo not drawn) | 18 | 0.3 | 34.0 | 5.7 | 30.0 | 67.2 |

| item | RGS8-Gao reg | Bcl-B Bim block | Bim-Bcl-2 | RGS7-Gao | Bim-Bcl-XL |
| --- | --- | --- | --- | --- | --- |
| 24 | 105.2 | -5.0 | -6.0 | 103.4 | -6.0 |
| 27 | 101.8 | 0.0 | 2.0 | 98.4 | -2.0 |
| 26 | 19.5* | -6.0 | 22.0 | 32.0* | 15.0 |

Bioassay records deposited in PubChem by NMMLSC.

This is a subset; rates above refer to the full screens.
